Source: PubChem (National Center for Advancing Translational Sciences (NCATS))
CCT modulator = High-Throughput Screening for Modulators of Cytosolic Chaperonin Activity; purified chaperonin ATPase assay, HTRF ADP detection, 30 min; activity change, % (test concentration not listed), hits read low; 360,000 tested, 0.3% active; AID 651819, 2012; in the data active = activity change below about -30%; also: % is scaled to controls: 0 for no effect and ±100 for the full control effect
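ATPase activity: ADP formed was measured by HTRF Transcreener (665/615 nm ratio) after 30 min at 37 deg C with 10 uM ATP. Compounds screened at one 76 uM concentration against 40 or 20 nM TRiC in Tris pH 7.4/KCl/MgCl2/DTT buffer.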
Akt phos inh = HTS Assay for Inhibitors of Akt Phophorylation: Primary Screen | AID 651550, 2012 | 360,000 tested, 0.32% active | Neuro2A IGF-stimulated pAkt S473 HTRF, 20 min; active compounds read low | activity change, % for hits at 50 µM; in the data active = activity change below about -80%; inconclusive = mostly about -51% to -80%; also: % is scaled to controls: 0 for no effect and ±100 for the full control effect
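Neuro2A cells (4,500/well, DMEM with 0.5% FBS) were treated with compound at a single 50 µM final concentration, stimulated with 6 nM IGF for 20 min at 37 °C, and lysed. Phospho-Akt Ser473 was read by HTRF as 665/615 ratio ×10^4.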
Nrf2 inh = Nrf2 qHTS screen for inhibitors. A549 ARE-Fluc reporter, luciferase luminescence, 18-24 h. 360,000 tested, 2.1% active. Potency, µM (top dose mostly 46 µM), for the others: top-dose activity change, negative = inhibition, most hits filed as inhibitors; also: potency is read from the fitted curve at half-maximal effect; % is scaled to controls: 0 for no effect and ±100 for the full control effect; nearly all actives have a fitted effect of over 60% in size
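A549 ARE_Fluc cells, 5000/well, 5% FBS OPTI-MEM; compounds in dose-response, 18-24 h at 37 °C/5% CO2; CellTiter-Fluor viability read (Ex 405/Em 525), then BugLite luciferase luminescence = Nrf2 activity.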
TGFb inhibitor = qHTS for Inhibitors of TGF-b. Potency, µM (top dose mostly 46.1 µM), for the others: top-dose activity, negative = inhibition, usual class: inhibitors. AID 588855, 2011. 410,000 tested, 1.2% active. HepG2 CAGA-GFP TGF-b/SMAD3 reporter, GFP fluorescence, 18 h; TGF-beta stimulated, 500 pg/mL final; also: potency is read from the fitted curve at half-maximal effect; % is scaled to controls: 0 for no effect and ±100 for the full control effect; nearly all actives have a fitted effect of over 65% in size
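HEPG2 CAGA-GFP reporter cells (1000/well, DMEM with 1% FBS) received compounds, then recombinant TGF-beta at 500 pg/mL final for 18 hours at 37 degrees C. Per-cell GFP summed per well was normalised to unstimulated and stimulated DMSO controls before curve fitting.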
EPAC2 agonist = qHTS for Agonist of cAMP-regulated guanine nucleotide exchange factor 4 (EPAC2): primary screen. Potency, µM (titrated, usually from 154 µM), for inactives: at the top dose activation, most hits filed as activators. 360,000 tested, 0.079% active. Rap guanine nucleotide exchange factor 4 (Homo sapiens), Q8WZA2. EPAC2 activation, biochemical qHTS; response scale: 100% = 6.5 mM cAMP response; also: potency is read from the fitted curve at half-maximal effect; nearly all actives have a fitted effect of over 50% in size
Target sequence (Q8WZA2 whole entry, looked up): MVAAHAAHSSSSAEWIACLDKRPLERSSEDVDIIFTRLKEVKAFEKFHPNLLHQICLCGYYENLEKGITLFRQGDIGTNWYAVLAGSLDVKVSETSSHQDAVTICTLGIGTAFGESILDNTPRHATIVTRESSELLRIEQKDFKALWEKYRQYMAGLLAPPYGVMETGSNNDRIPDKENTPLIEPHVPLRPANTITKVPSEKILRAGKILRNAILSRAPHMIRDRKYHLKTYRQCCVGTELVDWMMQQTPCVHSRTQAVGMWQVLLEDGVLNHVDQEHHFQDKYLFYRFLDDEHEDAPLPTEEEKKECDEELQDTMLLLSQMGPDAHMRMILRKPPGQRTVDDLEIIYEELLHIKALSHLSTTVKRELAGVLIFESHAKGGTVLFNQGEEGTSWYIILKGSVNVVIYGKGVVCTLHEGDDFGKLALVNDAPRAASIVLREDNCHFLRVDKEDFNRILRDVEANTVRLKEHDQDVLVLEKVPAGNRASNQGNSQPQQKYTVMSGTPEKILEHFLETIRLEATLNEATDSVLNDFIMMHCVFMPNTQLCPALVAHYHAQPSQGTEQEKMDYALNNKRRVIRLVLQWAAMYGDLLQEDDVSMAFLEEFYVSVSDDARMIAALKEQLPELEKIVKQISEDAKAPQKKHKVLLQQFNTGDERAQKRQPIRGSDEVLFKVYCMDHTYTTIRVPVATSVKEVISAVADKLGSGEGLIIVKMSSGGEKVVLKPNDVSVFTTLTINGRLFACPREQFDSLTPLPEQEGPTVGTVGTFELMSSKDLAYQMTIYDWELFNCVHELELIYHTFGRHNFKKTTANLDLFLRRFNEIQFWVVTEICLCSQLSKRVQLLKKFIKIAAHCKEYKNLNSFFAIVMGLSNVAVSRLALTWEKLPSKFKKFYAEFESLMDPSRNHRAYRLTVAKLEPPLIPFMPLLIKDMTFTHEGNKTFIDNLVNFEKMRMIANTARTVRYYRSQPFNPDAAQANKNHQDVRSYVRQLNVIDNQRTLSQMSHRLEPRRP
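Readout is BODIPY fluorescence (480 nm excitation, 540 nm emission), which falls as labeled GDP is exchanged off Rap1B. EPAC2 at 100 nM acted on 250 nM RAP1B-BODIPY-GDP with 50 uM GDP present.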
EPAC2 antag = qHTS for Antagonist of cAMP-regulated guanine nucleotide exchange factor 2 (EPAC2): primary screen | Rap guanine nucleotide exchange factor 4 (Homo sapiens), Q8WZA2 | Potency, µM (titrated, usually from 114 µM), without a hit: at the highest dose activity, negative = inhibition, actives largely listed as inhibitors | EPAC2 GEF exchange of Rap1B-BODIPY-GDP, fluorescence | 360,000 tested, 0.18% active; also: potency is read from the fitted curve at half-maximal effect; % is scaled to controls: 0 for no effect and ±100 for the full control effect; nearly all actives have a fitted effect of over 45% in size; many of its hits are not listed in these tables
Nrf2 activator = qHTS of Nrf2 Activators. AREc32 ARE-luciferase reporter (MCF7-derived line), luminescence, 24 h. Potency, µM (titrated, usually from 46.1 µM), without a hit: top-dose activation, hits mostly activators. 410,000 tested, 0.31% active. AID 624171, 2012; also: potency is read from the fitted curve at half-maximal effect; % of control where 0% means no effect; nearly all actives have a fitted effect of over 65% in size
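For detection, Steady-Glo was added and plates sat 30 min at RT; before that, AREc32_Fluc cells grown overnight in OPTI-MEM/5% FBS had been treated with 23 nL compound for 24 hr at 37 deg C.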
A549 tox = Nrf2 qHTS screen for inhibitors: counterscreen for cytotoxicity; AID 504648, 2011; 390,000 tested, 0.16% active; Potency, µM (top dose mostly 46 µM), without a hit: top-dose activity change, negative = cytotoxicity, usual class: inhibitors; A549 ARE-Fluc cells, CellTiter-Fluor viability, 18-24 h; also: potency is read from the fitted curve at half-maximal effect; % is scaled to controls: 0 for no effect and ±100 for the full control effect
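Cytotoxicity counterscreen: CellTiter-Fluor fluorescence was measured in A549 ARE_Fluc cells after 18-24 h of compound exposure in a concentration series. The subsequent BugLite luminescent read reports ARE-luciferase activity.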
MmCpn inh = Inhibitors of TCP-1 ring complex (TRiC) of Methanococcus maripaludis (MmCpn): qHTS | Chaperonin Mm-Cpn (Methanococcus maripaludis) | purified Mm-Cpn ATPase, ADP Transcreener TR-FRET | Potency, µM (series often up to 76.9 µM), for the others: at the top dose activity, negative = inhibition, most hits filed as inhibitors | 330,000 tested, 0.031% active | AID 504842, 2011; also: potency is read from the fitted curve at half-maximal effect; % is scaled to controls: 0 for no effect and ±100 for the full control effect; nearly all actives have a fitted effect of over 80% in size
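Measured: ADP formation by purified Mm-CPN. Conditions: 25 nM protein, 10 uM ATP, Tris pH 7.4 with Mg2+, K+ and DTT, 37°C for 30 min. Detection: Transcreener HTRF after 30 min at room temperature.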
Numbers without * were called inactive; i = inactive; ? = inconclusive; . = no result given; [ ] = remark or other dose. Unless noted, calls follow the shape of the dose curve; as a rule, active = well fitted curve in the direction sought with a large enough effect; inconclusive = small, poorly fitted or top-dose-only effect, or another doubt; inactive = no such curve, though single readings can be large; an effect the other way counts as inactive or inconclusive. An excerpt. The share of hits here may be higher or lower than overall.

Every second line gives: CCT modulator	Akt phos inh	Nrf2 inh	TGFb inhibitor	EPAC2 agonist	EPAC2 antag	Nrf2 activator	A549 tox	MmCpn inh
COc1cccc(C(=O)N2CCC(n3nccc3NC(=O)C(OC)c3ccccc3)CC2)c1 (centres undefined)
 : 1.3	i	0%	?	4%	4%	-0.3%	0%	4%
CCN(CC)C(=O)CSc1ncnc2sccc12
 : -1.2	i	?	9%	-5%	-1%	11%	2%	-3%
CC(=O)/C(=C(/O)c1ccccc1)c1nc2ccccc2[nH]1
 : -3.1	i	?	-2%	-6%	3%	-0.3%	4%	1%
COc1c(C)cc(C(O)c2ncc(-c3cccc(C(F)(F)F)c3)[nH]2)cc1C (centres undefined)
 : -1.0	i	.	?	14%	-1%	-0.7%	.	.
CCCCC[C@H](C)N1C[C@H](COCc2ccccc2)Oc2cc(N3CC[C@H](N(C)C)C3)ccc2S1(=O)=O
 : -1.8	i	.	.	4%	?	-4.2%	.	.
CCOC(=O)c1c(N)c(C#N)c2n1CCCCC2
 : -0.5	i	-9%	-3%	3%	10%	-0.4%	0%	0%
CCN(CC)CCNC(=O)c1ccc2c(=O)n3nc(Nc4cccc(Cl)c4C)sc3nc2c1
 : .	.	?	-24%	.	.	0.0%	-5%	.
CCCCN1CC(COCc2ccccc2)Oc2cccc(Oc3cc(C)c(C)c(C)c3)c2S1(=O)=O (centres undefined)
 : -0.2	i	-2%	?	-1%	2%	0.1%	0%	.
O=C(Nc1ccccc1N1CCCC1)c1ccccc1F
 : 0.9	i	-1%	-3%	9%	-15%	-0.2%[9.22 µM]	0%	1%
COc1ccc(C(=O)/C(=C/c2cccs2)c2nc3ccccc3o2)cc1
 : -1.8	i	?	-4%	10%	6%	16%	-8%	2%
CNC(=O)CC12CC3CC(CC(C3)C1)C2
 : -0.2	i	1%	6%	2%	7%	0.2%	0%	2%
O=C(CCN1CCC(c2ccccc2)C1)c1ccccc1 (centres undefined)
 : 0.0	i	.	?	12%	-3%	7.7%	2%	1%
O=[N+]([O-])c1cccc(Cl)c1NCCNc1ncc(C(F)(F)F)cc1Cl
 : -1.6	i	21%	0%	2%	4%	3.0%	-2%	1%
COc1ccc(N2C(=O)CCSC23C(=O)N(Cc2ccc(F)cc2)c2ccccc23)cc1 (centres undefined)
 : .	.	-46%	?	.	.	5.2%	-12%	.
C[C@H]1CCCCO[C@H](CN(C)C(=O)Nc2ccc(F)cc2)[C@@H](C)CN([C@@H](C)CO)C(=O)c2cc(NC(=O)Nc3ccc4c(c3)OCO4)ccc2O1
 : -1.5	i	.	?	-9%	-16%	0.1%	.	.
Cc1cc(NC(=O)CSc2nnc(-c3cccnc3)n2Cc2ccccc2)no1
 : 3.0	i	-16%	-9%	5%	-2%	-0.6%	0%	-1%
O=S1(=O)CCC(NC(=S)N2CCCCCC2)C1 (centres undefined)
 : 0.2	i	-14%	?	7%	0%	-0.9%	-7%	-1%
FCCCOc1ccc(-c2ccnc3ncnn23)cc1
 : -2.9	i	-7%	3%	3%	10%	1.7%	0%	-11%
Cc1ccc(C)c(N2CCN(c3nc4ccccc4c(=O)n3Cc3ccccc3)CC2)c1
 : 0.7	i	-14%	1%	3%	-13%	-0.2%	8%	0%
COc1cccc(/C=C2/SC(=S)N(CC(=O)NNC(=O)c3ccccc3O)C2=O)c1
 : -0.1	i	20%	2%	4%	1%	3.8%	-3%	0%
CCOC(=O)c1ccc(NC(=O)COc2ccccc2CNCCO)cc1
 : -1.4	i	10%	-28%	2%	1%	0.6%	0%	0%
CC1CCCCC1NC(=O)c1cc2ccccc2o1 (centres undefined)
 : -1.6	i	5%	-4%	-4%	1%	2.1%	9%	-3%
O=C(NN1CCN(Cc2ccccc2Cl)CC1)c1ccc(Br)cc1
 : -1.7	i	-14%	-7%	11%	5%	-0.2%	1%	-3%
O=C(NCc1ccc(F)cc1)C1CCC(CNS(=O)(=O)c2ccccc2)CC1 (centres undefined)
 : 1.4	i	6%	-29%	-4%	-2%	0.6%	1%	0%
CS(=O)(=O)N1CCN(c2ccc([N+](=O)[O-])c(NCc3cccnc3)c2)CC1
 : -2.6	i	-18%	-1%	9%	0%	0.2%[9.22 µM]	-22%	-6%
Cc1cccc(NC(=O)CSCC(=O)Nc2ccccc2C(=O)N2CCCCC2)c1
 : -1.6	i	.	-17%	-2%	-7%	-0.9%	.	.
O=C(Nc1ccc(F)c(Cl)c1)c1ccc2c(c1)OCO2
 : 0.2	i	?	-4%	-2%	4%	4.3%	-8%	1%
CN1CC2(C)CN(C(c3ccccc3)c3ccccc3)CC(C)(C1)C2O (centres undefined)
 : 0.5	i	-12%	12%	-6%	-4%	0.2%	6%	-2%
COc1cc2ccccc2cc1C(=O)Nc1ccc2oc(-c3cccc(Cl)c3Cl)nc2c1
 : .	.	5%	?	.	.	11%	2%	.
CCOC(=O)c1c(-c2ccncc2)csc1N
 : -0.6	i	-20%	5%	-6%	2%	-0.9%	-1%	1%

Whole records, looked up by structure. Order of values: CCT modulator | Akt phos inh | Nrf2 inh | TGFb inhibitor | EPAC2 agonist | EPAC2 antag | Nrf2 activator | A549 tox | MmCpn inh
Entry for CN1CC2(C)CN(C(c3ccccc3)c3ccccc3)CC(C)(C1)C2O (centres undefined) = 0.5 | i | -12% | 12% | -6% | -4% | 0.2% | 6% | -2%
Entry for CCOC(=O)c1c(-c2ccncc2)csc1N = -0.6 | i | -20% | 5% | -6% | 2% | -0.9% | -1% | 1%

Following part:
Every second line gives: CCT modulator	Akt phos inh	Nrf2 inh	TGFb inhibitor	EPAC2 agonist	EPAC2 antag	Nrf2 activator	A549 tox	MmCpn inh
CCOc1ccc(CN(C)CC(=O)Nc2cc(C)c(C)cc2[N+](=O)[O-])cc1
 : 0.5	i	?	-8%	3%	9%	-0.9%	4%	3%
Cc1cccc(C2Nc3ccccc3C(=O)N2c2ccc(F)cc2)n1 (centres undefined)
 : 0.5	i	16%	4%	8%	0%	-0.4%	2%	-1%
OC12CCCCC1C(c1ccc3c(c1)OCO3)N(Cc1ccc(F)cc1)CC2 (centres undefined)
 : -1.4	i	-11%	10%	4%	0%	-0.6%	-7%	-3%
Cc1ccccc1Sc1ncccc1[N+](=O)[O-]
 : -3.8	i	6%	4%	22%	-1%	-0.3%	1%	.
O=S(=O)(c1cccnc1)N1CCn2cccc2C1c1ccccc1F (centres undefined)
 : -3.7	i	1%	5%	0%	7%	-1.8%	1%	0%
COc1cc2c(cc1OC)CN(C(=O)c1ccncc1)CC2
 : -0.9	i	14%	20%	14%	-3%	-0.8%	3%	-2%
COc1ccc(OC)c(CNC(=O)c2c(C)oc3ncn(CC(C)C)c(=O)c23)c1
 : .	.	-23%	30%	.	.	5.3%	11%	.
CCOC(=O)C1CCCN(C(=O)c2cc(S(=O)(=O)N3CCCCC3)ccc2Cl)C1 (centres undefined)
 : -7.5	i	?	-5%	20%	-2%	3.6%	-17%	-7%
COc1ccc(-c2cn(-c3ccc(C)c(C)c3)c(=S)[nH]2)cc1OC
 : -3.0	i	9%	-6%	17%	-4%	5.7%	-18%	-15%
CCc1ccc(OCCOCC(O)CN(CCO)CCO)cc1 (centres undefined)
 : 1.8	i	-4%	2%	-5%	1%	-0.4%[9.22 µM]	-2%	2%
Cc1nonc1CN(C)C(=O)c1ccc(OC2CCN(Cc3ccccn3)CC2)cc1
 : 1.0	i	18%	-7%	1%	34%[activator]	0.0%	6%	?
O=C(/C=C/c1ccccc1)NCCS(=O)(=O)N1CCN(c2ccccc2)CC1
 : -6.1	i	-3%	20%	4%	-9%	1.5%	15%	-3%
CC(C)N(C1=CC(=O)OC12CCCCC2)C(C)C
 : -7.2	i	10%	-5%	-3%	-1%	0.2%	1%	1%
CN(CCOc1ccc(Cl)cc1)C(=O)c1ccc2c(=O)n3c(nc2c1)CCC3
 : -4.3	i	-11%	-19%	8%	0%	-0.7%	-2%	0%
CC(=O)/C(=N/Nc1ccccc1C)N1CCOCC1
 : 0.3	i	-3%	-5%	2%	-17%	2.9%	4%	-1%
Fc1ccccc1CNc1cc(Cl)cc(Cl)c1
 : 0.1	.	?	?	14%	-6%	-0.8%	-26%	0%
CC1=C(C(=O)N2CCCC(N3CCN(c4cccc(Cl)c4)CC3)C2)OCCO1 (centres undefined)
 : -2.0	i	-5%	3%	4%	7%	0.4%	-17%	-9%
COc1cccc(-n2nc3c(=S)[nH]nc(C)c3c2C)c1
 : 0.0	i	3%	6%	2%	19%	-0.5%	1%	-26%
O=C(Nc1ccc(Cn2ccnc2)cc1)c1cccc(C(F)(F)F)c1
 : -2.5	i	-18%	-13%	0%	-7%	0.6%	2%	-3%
